ALDH1A1 block – qHTS Assay for Inhibitors of Aldehyde Dehydrogenase 1 (ALDH1A1); AID 1030, 2008; Potency, µM (top dose mostly 75.3 µM), inactives show at the top dose activity, negative = inhibition, hits mostly inhibitors; 220,000 compounds, 7.3% hits; Aldehyde dehydrogenase 1A1 (Homo sapiens), P00352; Purified ALDH1A1, NADH fluorescence, propionaldehyde substrate; active means well fitted inhibition curve with a large enough effect, not every such curve was filed as active; inconclusive means small, poorly fitted or top-dose-only effect, or another doubt; inactive means no such curve, though single readings can be large or run the other way;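 further: plate controls were no enzyme wells and a reference inhibitor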
Target sequence (P00352 whole entry, looked up): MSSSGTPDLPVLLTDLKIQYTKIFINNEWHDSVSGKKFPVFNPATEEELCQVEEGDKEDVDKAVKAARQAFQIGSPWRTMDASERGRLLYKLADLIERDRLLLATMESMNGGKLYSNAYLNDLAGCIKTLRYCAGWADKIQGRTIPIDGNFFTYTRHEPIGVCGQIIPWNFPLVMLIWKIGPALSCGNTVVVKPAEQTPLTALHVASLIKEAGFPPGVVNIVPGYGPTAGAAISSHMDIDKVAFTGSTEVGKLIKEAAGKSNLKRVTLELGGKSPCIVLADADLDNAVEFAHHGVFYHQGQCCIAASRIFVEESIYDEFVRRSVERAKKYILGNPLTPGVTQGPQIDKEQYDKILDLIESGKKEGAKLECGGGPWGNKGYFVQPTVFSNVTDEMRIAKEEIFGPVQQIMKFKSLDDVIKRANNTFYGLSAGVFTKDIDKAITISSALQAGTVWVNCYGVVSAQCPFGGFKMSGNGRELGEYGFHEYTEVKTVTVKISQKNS
HTT aggregate – qHTS Multiplex Assay to Identify Dual Action Probes in a Cell Model of Huntington: Aggregate Formation (GFP) | PC12 HttQ103-GFP aggregates, Acumen cytometry, 40 h | 220,000 compounds, 1.1% hits | AID 1688, 2009 | Potency, µM (titrated, usually from 46.1 µM), for inactives: at the highest dose activity change, negative = inhibition, hits mostly inhibitors; further: on the % scale 0 is the no-effect control and ±100 the full control effect; nearly all actives have a fitted effect of over 60% in size
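Using laser scanning cytometry, GFP-positive aggregates were counted after lysis of PC12 cells induced with 100 nM tebufenozide to express HTT exon 1 Q103–GFP. Compounds were tested in titration.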
Tau fluor cs – Counterscreen qHTS for Inhibitors of Tau Fibril Formation, Fluorescence Polarization | tau K18 P301L Alexa594 fluorescence, heparin fibrillization | Potency, µM (titrated, usually from 57.7 µM), for inactives: at the top dose activity change, negative = decrease | 280,000 compounds, 0.93% hits; further: on the % scale 0 is the no-effect control and ±100 the full control effect; nearly all actives have a fitted effect of over 55% in size
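Human K18 P301L tau (15 uM unlabeled plus 0.24 uM Alexa 594-labeled, final) in 100 mM sodium acetate pH 7 was mixed with compound and 20 uM heparin and incubated 6 hr at 37 C.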
Tau fibril FP – qHTS for Inhibitors of Tau Fibril Formation, Fluorescence Polarization; K18 P301L tau heparin fibrillization, Alexa594 FP, 6 h; Potency, µM (doses to about 57.7 µM), inactives show at the highest dose activity, negative = inhibition, actives largely listed as inhibitors; 280,000 compounds, 0.39% hits; AID 1468, 2008; further: on the % scale 0 is the no-effect control and ±100 the full control effect; nearly all actives have a fitted effect of over 55% in size
Target sequence (P10636 561-689 P618L limits assumed): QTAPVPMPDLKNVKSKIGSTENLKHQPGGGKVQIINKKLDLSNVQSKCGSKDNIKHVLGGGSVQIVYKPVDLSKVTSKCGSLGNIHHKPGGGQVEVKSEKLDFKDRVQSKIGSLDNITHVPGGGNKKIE
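Steps: dispense K18 P301L tau (15 uM plus 0.24 uM Alexa 594 tracer, final) in pH 7 sodium acetate; add compound; add heparin (20 uM final); incubate 6 hr, 37 C; add ThT (30 uM final); after 1 hr ambient, read FP.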
SMN2 splice enh – qHTS Assay for Enhancers of SMN2 Splice Variant Expression; HEK293 SMN2-luciferase splicing reporter, luminescence, 30-36 h; Potency, µM (highest dose often 46.1 µM), for the others: top-dose activity change, positive = activation, most hits filed as activators; 210,000 compounds, 2.8% hits; further: % of control where 0% means no effect; nearly all actives have a fitted effect of over 55% in size
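HEK293 cells carry an SMN2 minigene-luciferase reporter in which exon 7 inclusion puts luciferase in frame. Cells were seeded at 2000 cells/well, attached for 10-12 hours, then exposed to compounds for 30-36 hours at 37C before ONE-Glo luminescence.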
HTT ATP protect – qHTS Multiplex Assay to Identify Dual Action Probes in a Cell Model of Huntington: Cytoprotection (ATP); PC12 HTT-Q103 induced, cytoprotection, ATP luminescence, 40 h; 230,000 compounds, 0.14% hits; AID 1471, 2008; Potency, µM (highest dose often 56.4 µM), for the others: cytoprotection (ATP increase), usual class: activators;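 further: % of control where 0% means no effect; nearly all actives have a fitted effect of over 45% in size; toxic huntingtin expression switched on by the ecdysone agonist tebufenozide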
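Rat PC12, Q103 Htt exon1-GFP fusion, ecdysone promoter; tebufenozide inducer 100 nM final; compound titration; qHTS, 1500 cells/well; ATPlite luminescent read.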
Tau fibril ThT – qHTS for Inhibitors of Tau Fibril Formation, Thioflavin T Binding | Microtubule-associated protein tau (Homo sapiens), P10636 | recombinant tau K18 P301L (four-repeat tau fragment), heparin-induced fibrillization, ThT fluorescence | Potency, µM (doses to about 57.4 µM), inactives show top-dose activity, negative = inhibition, usual class: inhibitors | 270,000 compounds, 2.1% hits; further: on the % scale 0 is the no-effect control and ±100 the full control effect; nearly all actives have a fitted effect of over 55% in size
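Aggregation was driven by heparin (20 uM final) acting on recombinant tau […] bearing P301L in 100 mM sodium acetate pH 7; fibrils were detected with Thioflavin T.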
KDM4E inh – qHTS Assay for Inhibitors of Human Jumonji Domain Containing 2E (JMJD2E); Lysine-specific demethylase 4E (Homo sapiens), B2RXH2; JMJD2E catalytic domain, FDH-coupled NADH fluorescence (FDH is formaldehyde dehydrogenase); Potency, µM (top dose mostly 57.1 µM), inactives show at the top dose activity change, negative = inhibition, most hits filed as inhibitors; 230,000 compounds, 1.6% hits; AID 2147, 2009; active means well fitted inhibition curve with a large enough effect, not every such curve was filed as active; inconclusive means small, poorly fitted or top-dose-only effect, or another doubt; inactive means no such curve, though single readings can be large or run the other way;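 further: 0% = wells with enzyme and -100% = buffer wells without enzyme; nearly all actives have a fitted effect of over 50% in size; many of its hits are not listed in these tables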
Target sequence (B2RXH2 1-337 limits assumed): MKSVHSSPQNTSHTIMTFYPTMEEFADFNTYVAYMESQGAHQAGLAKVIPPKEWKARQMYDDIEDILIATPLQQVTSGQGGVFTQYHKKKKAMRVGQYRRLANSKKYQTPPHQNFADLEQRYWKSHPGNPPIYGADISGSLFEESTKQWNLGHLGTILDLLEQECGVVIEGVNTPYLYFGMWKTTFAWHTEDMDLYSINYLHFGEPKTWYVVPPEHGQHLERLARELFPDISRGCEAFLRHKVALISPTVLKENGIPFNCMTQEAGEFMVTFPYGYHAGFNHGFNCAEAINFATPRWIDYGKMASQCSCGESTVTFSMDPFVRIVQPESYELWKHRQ
An asterisk follows results filed as active; ? = inconclusive; · = no result given; & = joins results of further samples; [ ] = another dose, or the depositor's remark. Unless noted, the call rests on the fitted dose curve; in most records, active means well fitted curve in the direction sought with a large enough effect; inconclusive means small, poorly fitted or top-dose-only effect, or another doubt; inactive means no such curve, though single readings can be large; an effect the other way counts as inactive or inconclusive. Potency means the concentration at half of the fitted maximal effect.

#1 Cc1ccc2c(c1)C(=O)[C@]1(O)CCN(c3ccccc3)C1=N2
#2 COc1cc(C2C(C#N)=C(N)N(c3ccc(F)cc3)C3=C2S(=O)(=O)CC3)ccc1O (stereo not given)
#3 N#CC1=C(N)SC(N)=C(C#N)C1c1ccnc2ccccc12
#4 CC1CCc2nn(CC(=O)NCCCN3CCOCC3)cc2C1 (stereo not given)
#5 O=c1[nH]c2ccc(NS(=O)(=O)c3ccc([N+](=O)[O-])cc3)cc2[nH]1
#6 O=C(Cn1cc(C(F)(F)F)ccc1=O)N/N=C/c1ccc(O)cc1
#7 O=C(Nc1ccc2c(c1)CCC2)c1c(F)cccc1Cl
#8 O=C(Nc1ccccc1)c1sc(N2CCOCC2)nc1-c1ccccc1
#9 CC(=O)Oc1cccc(N2C(=O)c3ccc(C(=O)O)cc3C2=O)c1
#10 Cc1cccc(NC(=S)N(C)C2CCCCC2)c1

Screen / compound no.,1,2,3,4,5,6,7,8,9,10
Tau fibril FP,-12%,-8%,?,-1%,-3%,6%,4%,3%,5%,-9%
HTT ATP protect,-99%[inhibitor],-16%,-12%[0.074 µM],-5%,-25%,-15%[10 µM],-5%[10 µM],0%[10 µM],-6%[10 µM],-13%
HTT aggregate,·,6%,5%,10%,?,-22%[9.22 µM],0%,2%,-1%,5%
Tau fibril ThT,?,?,28µM*,-4%,?,5%,-1%,-10%,1%,7%
SMN2 splice enh,-11%,1%,-5%,-10%,·,·,14µM*,0%,0%,5%
Tau fluor cs,-11%,-19%,-25%,-1%,?,9%,0%,-7%,2%,1%
ALDH1A1 block,-4%,6%,?,15%,-8%,·,1%,?,-7%,-2%
KDM4E inh,?,?,?,-4%,-13%,3%,5%,-7%,-2%,12%

#11 O=C(Cc1cccs1)N(Cc1ccco1)C1(C(=O)NC2CCCC2)CCCCC1
#12 CCN(CC)CCNC(=O)C1CCN(S(=O)(=O)N2CCCCC2)CC1
#13 C/C(=N\Nc1ccc(C(=O)O)cc1)c1ccc(S(=O)(=O)NCc2ccco2)cc1
#14 O=C(Nc1noc2ccccc12)c1c(F)cccc1F
#15 O=C(Nc1nc2ccc(F)cc2s1)c1nc(S(=O)(=O)Cc2ccccc2)ncc1Cl
#16 O=C(CSc1ccc(Cl)cc1)c1ccco1
#17 O=C1OC(/C(=C\Nc2ccc(F)cc2F)[N+](=O)[O-])c2ccccc21 (stereo not given)
#18 CCN(c1ccccc1)S(=O)(=O)c1ccc(NC(=O)c2nc(S(C)(=O)=O)ncc2Cl)cc1
#19 COc1cc2c(cc1OC)CN(C(=O)CSc1n[nH]c(N)n1)CC2
#20 O=C(CCc1ccccc1)Nc1ncc([N+](=O)[O-])s1

Screen / compound no.,11,12,13,14,15,16,17,18,19,20
Tau fibril FP,3%,2%,5%,1%,-13%,3%,?,?,2%,-1%
HTT ATP protect,4%,-6%[10 µM],-11%[10 µM],·,·,29%,-45%[inhibitor],·,-15%,11%
HTT aggregate,12%,-17%,-5%[9.22 µM],·,·,?,?,·,-3%,?
Tau fibril ThT,-2%,-13%,?,-4%,7.1µM*,9%,?,?,-2%,?
SMN2 splice enh,-1%,-1%,·,22µM*,-9%,13%,?,-64%[inhibitor],-12%,22%
Tau fluor cs,8%,-11%,-12%,-10%,-30%,-1%,-20%,-21%,4%,?
ALDH1A1 block,-7%,5%,5%,·,·,13µM*,?,·,?,4%
KDM4E inh,-3%,5%,1%,·,·,-1%,-12%,·,-4%,-3%

Printed as active in Tau fibril ThT, among the entries above:
item	SMILES	Tau fibril FP	HTT aggregate	Tau fibril ThT	ALDH1A1 block	KDM4E inh
3	N#CC1=C(N)SC(N)=C(C#N)C1c1ccnc2ccccc12	?	5%	28µM*	?	?
15	O=C(Nc1nc2ccc(F)cc2s1)c1nc(S(=O)(=O)Cc2ccccc2)ncc1Cl	-13%	·	7.1µM*	·	·

(list continues)
#21 CC(C)Cc1nn2cc(-c3cccc(Br)c3)nc2s1
#22 CCOC(=O)N1CCN(c2c(NCCN3CCCCC3CC)c(=O)c2=O)CC1 (stereo not given)
#23 C=C(C)Cn1c(NCCOC)nc2c1c(=O)[nH]c(=O)n2C
#24 CC(C)CC(NS(=O)(=O)c1ccc2c(c1)oc(=O)n2C)C(=O)N1CC=C(c2ccccc2)CC1 (stereo not given)
#25 CN(C)c1ccc(-c2noc(C3CCN(C(=O)Nc4ccc(Cl)cc4)CC3)n2)cc1
#26 CN(Cc1cccnc1)Cc1c(C(=O)N2CCc3ccccc3C2)nc2ccc(Cl)cn12
#27 COc1cccc(CN(CC2CCCO2)C(=O)c2cc3ccccc3oc2=O)c1 (stereo not given)
#28 CC(C)C[C@@H](CC(=O)N[C@@H](CCCN)CC(=O)N[C@@H]1CCCC[C@H]1C(=O)N[C@H](CC(=O)N[C@@H](CCC(=O)O)CC(=O)O)Cc1c[nH]c2ccccc12)NC(=O)[C@@H]1CNCC[C@H]1N
#29 CC(C)CCNC(=O)c1ccc2c(c1)NC(=O)C(C(C)C)N2 (stereo not given)
#30 O=C(/C=C/c1ccc([N+](=O)[O-])cc1)NNC(=O)C1CC1

Screen / compound no.,21,22,23,24,25,26,27,28,29,30
Tau fibril FP,-2%,0%,-8%,3%,?,-2%,-4%,-4%,-4%,-4%
HTT ATP protect,·,-13%,10%[10 µM],-1%,-28%[10 µM],-6%[10 µM],-3%[10 µM],-9%,·,-75%[inhibitor]
HTT aggregate,·,-4%,2%,5%,11%[9.22 µM],2%[9.22 µM],10%[9.22 µM],·,·,?
Tau fibril ThT,-16%,-7%,3%,-6%,·,-9%,-13%,-9%,-2%,-17%
SMN2 splice enh,-1%,6%,-1%,-10%,·,·,·,9%,-3%,7%
Tau fluor cs,-13%,-3%,-6%,-4%,?,2%,-4%,-10%,-14%,2%
ALDH1A1 block,·,-1%,-3%,-3%,·,?,16µM*,-7%,·,3%
KDM4E inh,·,3%,?,0%,?,-20%,-17%,-30%,·,-2%

#31 COc1cc(NS(=O)(=O)c2ccc(N)cc2)nc(OC)n1
#32 Cc1[nH]n(-c2ccccc2)c(=O)c1C=Nc1cccc(F)c1
#33 CCOCCCNS(=O)(=O)Cc1ccccc1
#34 Cc1nn(C)c(C)c1/C=N/NC(=O)CCn1cc([N+](=O)[O-])cn1
#35 O=C1CCc2ccc(NC(=O)C3CC3)cc2N1
#36 C=CCn1c(SCCN2CCCCC2)nc2c1c(=O)[nH]c(=O)n2C
#37 Cc1c(Cc2c(Cl)cccc2Cl)c(=O)ccn1C(C)c1ccccc1 (stereo not given)
#38 Cc1ccccc1N1CCN(C2=NC(=O)/C(=C\c3cccs3)S2)CC1
#39 CCCC(=O)NNc1c2ccccc2nc2ccccc12
#40 Cc1ccccc1NC(=O)C1CCCN(S(=O)(=O)c2c(C)noc2C)C1 (stereo not given)

Screen / compound no.,31,32,33,34,35,36,37,38,39,40
Tau fibril FP,-7%&-4%,-1%,-1%,2%,0%,2%,0%,4%,5%,-1%
HTT ATP protect,14%,9%[10 µM],-7%[10 µM],-13%[10 µM],-16%,-6%,3%,33%[10 µM],3%[10 µM],-9%
HTT aggregate,-6%,1%[9.22 µM],-1%,-15%,-15%,7%,-14%,10%,4%,-2%
Tau fibril ThT,-5%&3%,?,-7%,4%,-13%,-6%,0%,?,?,-3%
SMN2 splice enh,-8%,·,-3%,-10%,-12%,-1%,-4%,?,-8%,-3%
Tau fluor cs,-9%&-6%,-16%,5%,8%,-12%,3%,-2%,-6%,-21%,-3%
ALDH1A1 block,7%,·,2%,-1%,3%,-11%,-11%,16µM*,10%,2%
KDM4E inh,-4%,?,-4%,0%,2%,-3%,-2%,0%,?,-7%

#41 N#Cc1c(NC(=O)CSc2ccccn2)oc(-c2ccccc2)c1-c1ccccc1
#42 O=C(Cn1c2[n+](c3ccc(C(F)(F)F)cc31)CCCCC2)c1cccc([N+](=O)[O-])c1
#43 N#Cc1nc(-c2cccs2)oc1NCc1ccco1
#44 O=C(Nc1nc2ccccc2[nH]1)c1cccc([N+](=O)[O-])c1
#45 C/C(CC(=O)Nc1cccc(C(F)(F)F)c1)=N\NC(=O)C1CCCCC1
#46 CCCOc1ccc2cc(-c3ccccn3)c(=O)oc2c1
#47 CCOc1ccc(NC(C)C(=O)N/N=C/c2ccc([N+](=O)[O-])cc2)cc1 (stereo not given)

Screen / compound no.,41,42,43,44,45,46,47
Tau fibril FP,9%,9%,7%,-1%,-1%,-3%,1%
HTT ATP protect,17%,-22%,0%[10 µM],4%,5%[10 µM],-79%[inhibitor][10 µM],1%
HTT aggregate,7%,13%,-2%,15%,19%[9.22 µM],-2%,2%
Tau fibril ThT,-7%,1%,-24%,-3%,-1%,?,?
SMN2 splice enh,-9%,-4%,5%,11µM*,-15%,0.79µM*,-5%
Tau fluor cs,?,1%,?,-7%,-2%,-14%,-10%
ALDH1A1 block,?,10%,?,?,?,?,6%
KDM4E inh,-23%,4%,?,-9%,-25%,?,0%

3 structures from above, ordered by length of the SMILES, largest number first.
#17 O=C1OC(/C(=C\Nc2ccc(F)cc2F)[N+](=O)[O-])c2ccccc21 (stereo not given)
#19 COc1cc2c(cc1OC)CN(C(=O)CSc1n[nH]c(N)n1)CC2
#33 CCOCCCNS(=O)(=O)Cc1ccccc1

Screen / compound no.,17,19,33
Tau fibril FP,?,2%,-1%
HTT ATP protect,-45%[inhibitor],-15%,-7%[10 µM]
HTT aggregate,?,-3%,-1%
Tau fibril ThT,?,-2%,-7%
SMN2 splice enh,?,-12%,-3%
Tau fluor cs,-20%,4%,5%
ALDH1A1 block,?,?,2%
KDM4E inh,-12%,-4%,-4%

Quoted from the listing:
Tau fluor cs, #46 reads -14%
HTT aggregate, #42 reads 13%
HTT aggregate, #45 reads 19%[9.22 µM]

The list is partial. The share of hits here may be higher or lower than overall.
